OX1R antag-1 = antagonists of human orexin 1 receptor (OX1R); O43613; OX1R-expressing cells, FRET antagonist read-out; inhibition, % at 6.6 µM; actives 1.8% (n = 330,000); AID 485270; in the data active = inhibition mostly above about 38%, no sharp cut-off; inactive = mostly below about 40%;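 also: 0% = agonist challenge alone and 100% = reference antagonist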
Target sequence (O43613 whole entry, looked up): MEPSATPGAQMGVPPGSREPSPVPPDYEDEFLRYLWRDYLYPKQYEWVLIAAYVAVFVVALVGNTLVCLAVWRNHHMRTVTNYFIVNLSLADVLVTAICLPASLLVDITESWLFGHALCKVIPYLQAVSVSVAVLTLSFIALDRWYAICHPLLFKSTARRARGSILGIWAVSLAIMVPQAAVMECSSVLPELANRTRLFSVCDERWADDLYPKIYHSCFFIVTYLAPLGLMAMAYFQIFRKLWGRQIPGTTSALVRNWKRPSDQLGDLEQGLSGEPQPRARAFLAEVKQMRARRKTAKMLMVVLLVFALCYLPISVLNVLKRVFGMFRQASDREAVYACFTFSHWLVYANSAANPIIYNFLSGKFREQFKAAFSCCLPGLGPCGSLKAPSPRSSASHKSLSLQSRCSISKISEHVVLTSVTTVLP
OX1R antag-2 = antagonists of human orexin 1 receptor | inhibition, % at 5 µM | O43613 | AID 434989 | CHO/OX1R cells, Fluo-8 calcium fluorescence, orexin A | actives 0.43% (n = 330,000);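 active = inhibition above its plate's threshold, mean inhibition of all tested compounds on the plate plus 3 SD, cut at about 37% in these data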;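 also: 0% = orexin A challenge wells and 100% = SB-334867-A antagonist wells; not every result past the cut was called active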
The depositor's hits bear a star.

`Cc1cc(C(=O)COC(=O)c2cccnc2Cl)c(C)n1CC1CCCO1` (centres undefined) gave OX1R antag-1 7.2 and OX1R antag-2 2.2.
Screening CCC(=O)Nc1ccc(C(=O)Nc2c[nH]c(=O)[nH]c2=O)cc1 returned OX1R antag-1 6.3 and OX1R antag-2 -8.0.
Cc1ccc(C(=O)NC(=S)Nc2ccccc2C)cc1 was read as OX1R antag-1 8.9 and OX1R antag-2 -37.8.
For Fc1cccc(-c2n[nH]c(=S)n2-c2ccccc2)c1 the results were OX1R antag-1 12.7 and OX1R antag-2 -6.9.
Screening COc1ccccc1-c1noc2ncnc(Nc3cccc(C)c3C)c12 returned OX1R antag-1 12.1 and OX1R antag-2 -40.5.
Screening Cn1ccsc1=NC(=O)c1ccc(S(=O)(=O)C(F)F)cc1 returned OX1R antag-1 8.3 and OX1R antag-2 -17.0.
`CCOc1ccc([N+](=O)[O-])c(N)c1` gave OX1R antag-1 15.6 and OX1R antag-2 7.3.
COc1cc(C(=S)N2CCCCC2)ccc1OCC(=O)N1CCCC1 was read as OX1R antag-1 21.6 and OX1R antag-2 -12.9.
`C/C(=N\O)C(=O)NCC1CCNCC1` gave OX1R antag-1 4.1 and OX1R antag-2 -15.5.
Cc1ccc(NC(=O)CSCC(=O)Nc2ccccc2N2CCCC2)cc1 was read as OX1R antag-1 19.3 and OX1R antag-2 -17.5.
Screening CCOc1cccc2cc(C(=O)N3CCN(C/C=C/c4ccccc4)CC3)c(=O)oc12 returned OX1R antag-1 14.9 and OX1R antag-2 -3.3.
For O=C(NC(=S)Nc1c(F)cc(F)cc1Br)c1ccc2c(c1)OCCO2 the results were OX1R antag-1 30.3 and OX1R antag-2 -7.5.
Cc1cccc(NC(=O)COC(=O)CCCC2=NS(=O)(=O)c3ccccc3N2)c1 was read as OX1R antag-1 6.3 and OX1R antag-2 -8.6.
CC1(C)CC(=O)C(N=Nc2ccc(Cl)cc2)=C(O)C1 was read as OX1R antag-1 3.8 and OX1R antag-2 -9.2.
For Cc1c(NC(=O)c2cc(-c3ccco3)on2)c(=O)n(-c2ccccc2)n1C the results were OX1R antag-1 2.7 and OX1R antag-2 -7.9.
`COc1cc(C(=O)OCC(=O)Nc2c(F)c(F)c(F)c(F)c2F)cc(OC)c1OC` gave OX1R antag-1 27.4 and OX1R antag-2 -15.3.
For O=C(NCc1ccc2c(c1)OCO2)C1CCN(S(=O)(=O)c2cccs2)CC1 the results were OX1R antag-1 0.1 and OX1R antag-2 3.9.
Cc1noc(C)c1S(=O)(=O)N(C)C[C@H]1Oc2c(NC(=O)NC3CCCCC3)cccc2C(=O)N([C@H](C)CO)C[C@@H]1C was read as OX1R antag-1 2.9 and OX1R antag-2 -16.7.
For Cc1ccc(C(c2nnnn2CC2CCCO2)N2CCN(c3cccc(C)c3C)CC2)cc1 (centres undefined) the results were OX1R antag-1 31.5 and OX1R antag-2 -28.1.
For Cc1ccc(C(=O)Nc2cccc(C(F)(F)F)c2)cc1NC(=O)c1csc(-c2ccncc2)n1 the results were OX1R antag-1 17.6 and OX1R antag-2 -21.5.
`CC(CNC(=O)CCS(=O)(=O)c1ccc2c(c1)oc(=O)n2C)c1ccccc1` (centres undefined) gave OX1R antag-1 -3.4 and OX1R antag-2 -27.6.
For NC(=O)c1ccc(NC(=O)C2CCCC2)cc1 the results were OX1R antag-1 13.4 and OX1R antag-2 -0.1.
Screening c1ccc(C(Cc2nc(-c3cccnc3)no2)c2ccccc2)cc1 returned OX1R antag-1 13.8 and OX1R antag-2 -30.5.
`COc1ccc(/C=C/C(=O)O)cc1S(=O)(=O)N1CCCC1` gave OX1R antag-1 16.8 and OX1R antag-2 -7.5.
`NC(=O)COC(=O)c1cccc(S(=O)(=O)N2CCCc3ccccc32)c1` gave OX1R antag-1 14.2 and OX1R antag-2 -12.4.
For CCOC(=O)C1=C(C)NC(C)=C(C(=O)OCC)C1c1ccco1 the results were OX1R antag-1 1.9 and OX1R antag-2 -33.2.
CC1CN(C(=O)CCNS(=O)(=O)c2ccc(Br)cc2)CC(C)O1 (centres undefined) was read as OX1R antag-1 10.4 and OX1R antag-2 -8.2.
Screening CS(=O)(=O)N(CC(=O)N1CCCC1)Cc1ccc(F)cc1 returned OX1R antag-1 5.5 and OX1R antag-2 -16.9.
`COC(=O)c1c(C)cc(C)n2c1nc1ccccc12` gave OX1R antag-1 14.5 and OX1R antag-2 -12.3.
For O/N=C1\CCSc2ccc(F)cc21 the results were OX1R antag-1 6.3 and OX1R antag-2 -8.4.
`C/C(=N\N=C(/N)c1nonc1N)c1ccc2c(c1)OCO2` gave OX1R antag-1 6.2 and OX1R antag-2 -1.1.
CC(C)CC(=O)NC(=S)Nc1cc(C(=O)O)ccc1Cl was read as OX1R antag-1 10.3 and OX1R antag-2 0.9.
Screening CC(C)N(C(=O)Cn1cc(S(=O)(=O)CC(=O)Nc2ccccc2)c2ccccc21)C(C)C returned OX1R antag-1 44.5 and OX1R antag-2 -21.5.
Screening C=Cn1cc[n+](CC(=O)c2ccc(OC)cc2)c1 returned OX1R antag-1 0.7 and OX1R antag-2 -3.7.
For O=C(NC(=S)Nc1ccccc1N1CCOCC1)c1cccc([N+](=O)[O-])c1 the results were OX1R antag-1 33.4 and OX1R antag-2 -23.5.
COc1ccc(S(=O)(=O)NC2(C(F)(F)F)N=C(c3ccccc3)NC2=O)cc1 (centres undefined) was read as OX1R antag-1 12.8 and OX1R antag-2 0.0.
Screening CCOC(=O)C1CCN(C(=O)C(C)Oc2ccc(Br)cc2)CC1 (centres undefined) returned OX1R antag-1 9.0 and OX1R antag-2 0.3.
For CC(C)(C)c1ccc(C(=O)NNC(=S)NC(=O)c2cccnc2)cc1 the results were OX1R antag-1 5.5 and OX1R antag-2 -0.4.
Cc1ccc(Nc2ncnc(N)n2)cc1C was read as OX1R antag-1 6.6 and OX1R antag-2 -2.5.
For O=C(N/N=C\c1ccc(-c2ccc([N+](=O)[O-])cc2)o1)c1ccc2c(c1)OCO2 the results were OX1R antag-1 14.3 and OX1R antag-2 0.4.

The final 6 records of the section above come first, to join the parts:
For O=C(NC(=S)Nc1ccccc1N1CCOCC1)c1cccc([N+](=O)[O-])c1 the results were OX1R antag-1 33.4 and OX1R antag-2 -23.5.
COc1ccc(S(=O)(=O)NC2(C(F)(F)F)N=C(c3ccccc3)NC2=O)cc1 (centres undefined) was read as OX1R antag-1 12.8 and OX1R antag-2 0.0.
Screening CCOC(=O)C1CCN(C(=O)C(C)Oc2ccc(Br)cc2)CC1 (centres undefined) returned OX1R antag-1 9.0 and OX1R antag-2 0.3.
For CC(C)(C)c1ccc(C(=O)NNC(=S)NC(=O)c2cccnc2)cc1 the results were OX1R antag-1 5.5 and OX1R antag-2 -0.4.
Cc1ccc(Nc2ncnc(N)n2)cc1C was read as OX1R antag-1 6.6 and OX1R antag-2 -2.5.
For O=C(N/N=C\c1ccc(-c2ccc([N+](=O)[O-])cc2)o1)c1ccc2c(c1)OCO2 the results were OX1R antag-1 14.3 and OX1R antag-2 0.4.
Screening CCC1(C)COC(C)(CC(=O)NNC(=O)Nc2ccccc2)OC1 (centres undefined) returned OX1R antag-1 11.9 and OX1R antag-2 -6.5.
Screening Nc1ccc(-n2nncc2-c2ccco2)cc1 returned OX1R antag-1 1.2 and OX1R antag-2 11.9.
CCOC(=O)c1c(NC(=O)C2CCCO2)sc2c1CCC2 (centres undefined) was read as OX1R antag-1 11.7 and OX1R antag-2 -48.1.
Cc1ccc(SCCN2CCN(CCc3ccccc3)CCC2=O)cc1 was read as OX1R antag-1 19.5 and OX1R antag-2 -19.9.
For COc1ccc(NC(=O)C(NC(=O)OC(C)(C)C)C(C)OCc2ccccc2)cc1 (centres undefined) the results were OX1R antag-1 5.1 and OX1R antag-2 -22.1.
O=C(CSCc1ccccc1)Nc1ccc(S(=O)(=O)N2CCOCC2)cc1 was read as OX1R antag-1 5.8 and OX1R antag-2 -21.6.
`CCOC(=O)Cn1nc(C)n(-c2ccc(F)cc2)c1=O` gave OX1R antag-1 3.8 and OX1R antag-2 -0.4.
Screening CCO[C@H]1OC(C(=O)N2CCOCC2)=C[C@@H](c2ccc3c(c2)OCO3)[C@@H]1CCCO returned OX1R antag-1 6.7 and OX1R antag-2 -17.7.
Cc1cc(NC(=O)Cc2cccs2)no1 was read as OX1R antag-1 4.9 and OX1R antag-2 -15.4.
`CS(=O)(=O)c1ccc2nc(NC(=O)Nc3cccc(Cl)c3)sc2c1` gave OX1R antag-1 39.0* and OX1R antag-2 36.5.
For O=C(CSc1ncn[nH]1)Nc1ccccc1Sc1ccc(Cl)cc1 the results were OX1R antag-1 4.6 and OX1R antag-2 -11.5.
`COc1cc(NC(=O)CCNC(=O)Cn2ccc3ccccc3c2=O)cc(OC)c1OC` gave OX1R antag-1 21.8 and OX1R antag-2 -10.3.
For O=C(Nc1ccc2c(c1)OCCO2)c1cc(-n2cnnc2)ccc1Cl the results were OX1R antag-1 22.5 and OX1R antag-2 -6.9.
For CCOc1cc(C(=O)OCc2cc(=O)n3c(C)csc3n2)ccc1OC the results were OX1R antag-1 2.0 and OX1R antag-2 -15.6.
For CC(C)(C)NC(=O)c1ccccc1NC(=O)C1CC(=O)N(C2CCCCC2)C1 (centres undefined) the results were OX1R antag-1 5.2 and OX1R antag-2 -7.6.
Screening Cn1c(=O)c2c(nc(NCc3ccco3)n2C)n(C)c1=O returned OX1R antag-1 -1.5 and OX1R antag-2 -13.7.
`CC(C)(C)OC(=O)COc1cc(OCC(=O)OC(C)(C)C)c2c(=O)cc(-c3ccccc3)oc2c1` gave OX1R antag-1 37.2 and OX1R antag-2 -6.9.
Screening Cc1ccccc1C1c2[nH]c3ccccc3c2C[C@H]2C(=O)N(C3CC3)CC(=O)N12 (some centres undefined) returned OX1R antag-1 17.2 and OX1R antag-2 -25.4.
For Cc1ccc(C(OC(=O)c2ccco2)C(=O)NC(C)(C)C)cc1 (centres undefined) the results were OX1R antag-1 6.2 and OX1R antag-2 -31.0.
For Cc1cccc(NC(=O)c2cc(NC(=O)C3CCCCC3C(=O)O)ccc2N2CCOCC2)c1 (centres undefined) the results were OX1R antag-1 19.2 and OX1R antag-2 -21.1.
For Cc1cccc(NC(=O)CSc2nccn2Cc2ccco2)c1C the results were OX1R antag-1 1.3 and OX1R antag-2 -21.1.
`COc1ccc(CCC(=O)NCCOc2ccc(Cl)cc2)cc1` gave OX1R antag-1 16.8 and OX1R antag-2 -14.1.
Screening O=C1NC(C(=O)O)=CC(c2cccc(Cl)c2Cl)N1 (centres undefined) returned OX1R antag-1 12.8 and OX1R antag-2 10.5.
CCN(C(=O)CSc1nnc(-c2ccccc2Cl)n1C1CCCC1)C1CCS(=O)(=O)C1 (centres undefined) was read as OX1R antag-1 27.5 and OX1R antag-2 -10.5.
For COCCn1c(SCC(=O)NC2CC2)nc2ccccc21 the results were OX1R antag-1 5.1 and OX1R antag-2 -9.8.
Screening C=CCc1cc(/C=C/c2nc(O)c([N+](=O)[O-])c(=O)[nH]2)cc(OC)c1O returned OX1R antag-1 73.8 and OX1R antag-2 -7.1.
For O=[n+]1c2c(n([O-])c3cc(F)c(N4CCCC4)cc31)CCC2 the results were OX1R antag-1 67.6* and OX1R antag-2 7.5.
`CC1CN(C(NC(=O)C(C)(C)C)C(Cl)(Cl)Cl)CC(C)O1` (centres undefined) gave OX1R antag-1 11.4 and OX1R antag-2 -8.5.
For CC(=O)c1ccc(NC(=O)COc2ccccc2C(=O)Nc2ccccc2)cc1 the results were OX1R antag-1 35.8 and OX1R antag-2 -15.1.
O=C(Nc1cccc(C(F)(F)F)c1)c1csc(-c2ccncc2)n1 was read as OX1R antag-1 26.1 and OX1R antag-2 -52.9.
For COc1ccc(NC(=O)C2CCCN(c3cc(C)nc4ncnn34)C2)cc1 (centres undefined) the results were OX1R antag-1 16.4 and OX1R antag-2 -18.1.
For CCCN(CCC)CCCNC(=O)c1cn(CCOC)c(=O)c2c1c1ccccc1n2C the results were OX1R antag-1 4.7 and OX1R antag-2 -32.4.
Screening CC1=CC(=C(C#N)C#N)C=C(C)N1CCN1CCN(C(=O)Nc2cccc(Cl)c2)CC1 returned OX1R antag-1 10.0 and OX1R antag-2 6.7.
Screening COc1ccc(-c2c(C)nn(-c3ccccc3)c2N)cc1 returned OX1R antag-1 14.4 and OX1R antag-2 -20.5.
`O=C(O)COc1cccc2nsnc12` gave OX1R antag-1 47.5 and OX1R antag-2 -13.4.
Cn1c(=O)c2[nH]c(N3CCCCC3)nc2n(C)c1=O was read as OX1R antag-1 3.4 and OX1R antag-2 -10.4.
For Cc1nnc(NC(=O)C(c2ccccc2)c2ccccc2)s1 the results were OX1R antag-1 24.4 and OX1R antag-2 -17.9.
COc1cc(NC(=O)CN2CCN(Cc3ccc4c(c3)OCO4)CC2)cc(OC)c1 was read as OX1R antag-1 22.0 and OX1R antag-2 -33.4.
Screening COc1cccc(/C(O)=C2/C(=O)C(=O)N(Cc3cccnc3)C2c2ccco2)c1 (centres undefined) returned OX1R antag-1 3.4 and OX1R antag-2 -0.4.
NS(=O)(=O)c1ccc(CNC(=O)c2ccccc2SCC(=O)N2CCCC2)cc1 was read as OX1R antag-1 21.1 and OX1R antag-2 -13.2.
`CCOC(=O)C1(Cc2ccc(OC)cc2)CCN(C(=O)c2cc3ccccc3[nH]2)CC1` gave OX1R antag-1 3.1 and OX1R antag-2 -49.0.
For COc1cccc(NC(=O)CNC(C)CCC(C)C)c1 (centres undefined) the results were OX1R antag-1 14.1 and OX1R antag-2 -3.1.
Screening CCCCOP(=O)(c1ccc(N(C)C)cc1)C(O)c1ccncc1 (centres undefined) returned OX1R antag-1 8.6 and OX1R antag-2 -2.2.
Cc1nn(CC(=O)N2CCOCC2)c(=O)c2nn(-c3ccccc3)c(C)c12 was read as OX1R antag-1 13.2 and OX1R antag-2 -16.2.
Screening Cc1cccc(OCC(=O)Nc2ccccc2C(=O)N2CCOCC2)c1 returned OX1R antag-1 11.4 and OX1R antag-2 -7.2.
Screening CC(CN1C(C)CCCC1C)OC(=O)c1ccccc1Cl (centres undefined) returned OX1R antag-1 5.5 and OX1R antag-2 -8.1.

From PubChem BioAssay
